Source: PubChem BioAssay
Furin inhibitor: human furin inhibitors, primary screen, biochemical, fluorescence intensity | P09958 | purified furin, fluorogenic substrate cleavage | inhibition, % at 30 µM | 0.061% of 220,000 active | AID 463115, 2010; in the data active = inhibition above about 25%; also: inactives centre near -15
KCC2 mod: KCC2 cotransporter modulators, thallium flux, primary screen, cell-based, HEK293 KCC2, FluoZin-2 fluorescence, MLSMR. Solute carrier family 12 member 5 (Homo sapiens), Q9H2X9. 2.2% of 190,000 active. AID 1456, 2008. KCC2 cells, thallium flux FluoZin-2 fluorescence. B-score of Tl+ flux slope (higher = more flux/activation; lower = inhibition) at 10 µM;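 active = thallium flux slope and its plate-corrected score both differing from the plate sample mean at a set confidence after two filtering rounds, in either direction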;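 also: slope of fluorescence scaled to starting intensity during 10 to 20 s after thallium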
PERK inh: block of dimerizer-induced PERK translation repression, primary screen, PERK inhibitor project, CHO PERK-DD cells, SEAP luminescence, HTS | Eukaryotic translation initiation factor 2-alpha kinase 3 (Homo sapiens), Q9NZJ5 | CHO PERK-DD fusion, SEAP luminescence translation reporter | inhibition, % at 5.6 µM | 0.17% of 220,000 active | AID 1416, 2008;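 active = inhibition above the mean inhibition of all tested compounds plus 3 SD, set separately per screening campaign, cut at about 2.9% in these data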;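 also: PERK kinase domain activated by AP20187 dimerizer at 100 nM; 0% = DMSO with dimerizer and 100% = rapamycin at 8.4 µM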
Rad51 HR inh: human RAD51 strand exchange inhibitors, primary screen, biochemical, fluorescence. inhibition, % at 10 µM. hRad51 DNA strand exchange, fluorescence dequenching. 0.085% of 200,000 active. DNA repair protein RAD51 homolog 1 (Homo sapiens), Q06609;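 active = inhibition above 40% at the single screening dose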;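 also: 0% = DMSO control wells and 100% = blanks with heterologous ssDNA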
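material = hRad51 filaments on single-stranded DNA | reagent = Donor/quencher-labelled 47-bp dsDNA substrate | compound = 10 µM final, single point | schedule = strand-exchange reaction 15 min at room temperature | measured by = fluorescein emission 520 nm, excitation 485 nm | read-out basis = % inhibition versus plate control and blank means | benchmarks = plate controls and plate blanks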
FXIa inh: human FXIa protease inhibitors, primary screen, biochemical, 1536-well; Coagulation factor XI (Homo sapiens), P03951; purified FXIa, Boc-Glu-Ala-Arg-AMC fluorogenic substrate; inhibition, % at 5 µM; 0.14% of 220,000 active; AID 798, 2007;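 active = inhibition of at least 40%; inactive = inhibition below 40%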;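 also: fluorescence of freed AMC excited at 355 nm; 0% = enzyme without compound and 100% = no enzyme blank; many of its hits are not listed in these tables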
Calpain2 inh: inhibitors of pig calpain II, primary screen, biochemical, fluorogenic peptide substrate, 1536-well; AID 1236, 2008; inhibition, % at 16 µM; 0.37% of 220,000 active; purified calpain II, 30 min;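 active = inhibition above about 50%, limit read from the data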
Thrombin inh: human alpha-thrombin inhibitors, primary screen, counter-screen for coagulation protease inhibitor project, biochemical, 1536-well, fluorogenic AMC substrate; AID 1046, 2008; 0.26% of 220,000 active; Boc-VPR-AMC fluorogenic substrate cleavage; inhibition, % at 5 µM; Prothrombin (Homo sapiens), P00734;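 active = inhibition at or above 40%; inactive = inhibition below 40%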;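 also: 0% = enzyme with no compound and 100% = wells without enzyme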
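System – human alpha-thrombin · Medium – pH 7.5 Tris (50 mM) with NaCl 150 mM, Tween 20 0.05% · Compound – single-point dosing at 5 µM, 0.2% DMSO · Incubation – enzyme reaction carried out at room temperature · Technique – fluorescence of released AMC, ex 355 nm, em 460 nm · Read-out basis – % inhibition of thrombin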
KLK5 inh: human KLK5 protease inhibitors, primary screen, biochemical, 1536-well. recombinant hK5, fluorogenic AMC substrate cleavage. inhibition, % at 5 µM. 0.59% of 210,000 active;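 active = inhibition of 40% or more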;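 also: 0% = enzyme controls without compound and 100% = no-enzyme blanks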
FXIIa inh 1536: human FXIIa protease inhibitors, primary screen, biochemical, 1536-well. AID 800, 2007. 0.3% of 220,000 active. purified FXIIa, Boc-QGR-AMC fluorogenic substrate, 2 h. inhibition, % at 5 µM. Coagulation factor XII (Homo sapiens), P00748; in the data active = inhibition above about 40%;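 also: 0% = enzyme with no compound and 100% = blank without enzyme; many of its hits are not listed in these tables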
An asterisk follows results filed as active; i = inactive; . = not tested or not shown; [ ] = dose if it differs, or a comment. Only part of the results is shown; count on the stated rates, not on these rows.

no.	molecule	Furin inhibitor	KCC2 mod	PERK inh	Rad51 HR inh	FXIa inh
1	COc1ccc(NC(=O)C=C(C)C)cc1Cl	-31[20 µM]	.	0.1	14	1
2	O=C(NCc1cccnc1)NC1CCCN1S(=O)(=O)c1ccc(Cl)cc1 (stereo unspecified)	-17	.	0.0	4	4
3	O=C1COc2ccc(C(=O)CSc3nnc(-c4cccs4)n3Cc3ccccc3)cc2N1	-23	.	-0.1	1	-1
4	Cc1nc2ccc(NC(=O)c3ccc(Br)o3)cc2s1	-16	1.5	1.0	18	-2
5	COc1cccc(C(=O)N2CCN(Cc3cccc(F)c3)CC2)c1	-16[20 µM]	0.49	0.1	-9	-14
6	CCOc1cc(/C=N/Nc2ccccc2Cl)ccc1OCC(=O)O	-3	-1.1	1.0	-39	24
7	Cc1cc(-c2nnc(CCC(=O)NC(Cc3ccccc3)c3ccccc3)o2)no1 (stereo unspecified)	-13	-0.85	1.0	6	2
8	Cc1cccc(Nc2nc(-c3ccncc3)cs2)c1	-18	-1.8	-0.5	.	1

no.	Calpain2 inh	Thrombin inh	KLK5 inh	FXIIa inh 1536
1	19	3	-3	17
2	25	2	-3	17
3	19	-2	14	2
4	21	3	-10	8
5	6	25	-21	-3
6	-13	1	-20	28
7	16	-5	.	12
8	15	-3	.	13

Entries of single compounds from above:
`Cc1cc(-c2nnc(CCC(=O)NC(Cc3ccccc3)c3ccccc3)o2)no1` (stereo unspecified) is entered as Furin inhibitor: -13; KCC2 mod: -0.85; PERK inh: 1.0; Rad51 HR inh: 6; FXIa inh: 2; Calpain2 inh: 16; Thrombin inh: -5; KLK5 inh: .; FXIIa inh 1536: 12
`O=C(NCc1cccnc1)NC1CCCN1S(=O)(=O)c1ccc(Cl)cc1` (stereo unspecified) is entered as Furin inhibitor: -17; KCC2 mod: .; PERK inh: 0.0; Rad51 HR inh: 4; FXIa inh: 4; Calpain2 inh: 25; Thrombin inh: 2; KLK5 inh: -3; FXIIa inh 1536: 17

Next section
no.	molecule	Furin inhibitor	KCC2 mod	PERK inh	Rad51 HR inh	FXIa inh
9	Nc1nc(NC(=O)c2ccccc2)nn1-c1ccccc1	-13	-0.27	-1.2	.	8
10	COc1ccc(C2C(C#N)=C(N)Oc3cc(C)n(Cc4ccncc4)c(=O)c32)cc1 (stereo unspecified)	-22	0.54	0.1	-10	11
11	C/C(=N\NC(=O)CCc1c(C)n[nH]c1C)c1ccc([N+](=O)[O-])cc1	-14	-0.62	-0.2	7	-2
12	Cc1cccc(Nc2nc3ccccc3n3nnnc23)c1	-27	.	0.4	-297	-1
13	CC(C)CNC(=O)c1cc([N+](=O)[O-])ccc1N1CCOCC1	-10	-0.074	0.2	.	-5
14	Cc1ccc(C)c(SCC(=O)NC(=O)NCc2ccccc2)c1	-19	0.022	0.5	.	9
15	COc1cc(/C=C/C(=O)Nc2nnc(CC(C)C)s2)cc(OC)c1OC	-65	0.047	0.2	6	2
16	COc1cccc(/C=N/Nc2nn3cnnc3c3ccccc23)c1O	-12[20 µM]	2	-0.2	.	2

no.	Calpain2 inh	Thrombin inh	KLK5 inh	FXIIa inh 1536
9	0	-1	-12	12
10	2	7	-7	12
11	13	-2	-1	0
12	-155	11	-1	7
13	20	-5	-15	6
14	0	1	-8	17
15	-435	-4	-23	6
16	28	-3	-183	16

Next part
no.	molecule	Furin inhibitor	KCC2 mod	PERK inh	Rad51 HR inh	FXIa inh
17	c1ccc2sc(NN=C3CCCCCC3)nc2c1	-17	0.033	0.8	-6	-1
18	COc1ccc(CNC(=O)CN(Cc2ccccc2)S(=O)(=O)c2ccc(Cl)cc2)cc1	-7[20 µM]	-0.59	-1.4	7	-7
19	CC(C)(C)NC(=O)C(=O)NNC(=O)c1ccc(C(C)(C)C)cc1	-25	54*	0.9	.	4
20	Cn1c(=O)c2c(SCCN3CCOCC3)nc(C3CCCC3)nc2n(C)c1=O	-22	-0.48	0.3	-1	-8
21	CN1/C(=C\C(=O)c2cccnc2)C(C)(C)c2ccccc21	-8	-0.65	-0.6	.	12
22	O=C(Cn1nnc2ccccc21)NNC(=S)NC1CCCCC1	-23	.	0.8	31	-5
23	CN(C)S(=O)(=O)c1cc(NC(=O)COC(=O)Cc2ccc(Br)cc2)ccc1Cl	-14	-1.1	0.3	.	11
24	CCC(C)(C)n1nnnc1C(c1ccccc1)N1CCN(C2CCCC2)CC1 (stereo unspecified)	-22[20 µM]	-1.1	-0.3	0	6

no.	Calpain2 inh	Thrombin inh	KLK5 inh	FXIIa inh 1536
17	-11	1	-14	-2
18	20	-4	-5	-4
19	-2	-1	-18	7
20	-6	-7	-4	5
21	-2	1	-19	13
22	-11	-8	-12	2
23	20	-2	-4	9
24	-7	-2	-6	14

Continuation:
no.	molecule	Furin inhibitor	KCC2 mod	PERK inh	Rad51 HR inh	FXIa inh
25	O=C(NN=C1C2CC3CC(C2)CC1C3)c1ccncc1	-22[20 µM]	.	0.6	-3	1
26	Cc1ccc(CNC(=O)CSCc2ccccc2)cc1	-29	-1.9	0.6	4	-2
27	O=C(NC1CCCCCC1)c1cc(S(=O)(=O)N2CCOCC2)ccc1N1CCCCC1	-11	-0.48	-0.3	-1	-7
28	Cc1ccc(C)c(-n2c(-c3cccnc3)n[nH]c2=S)c1	-25	-1.9	0.2	9	20
29	COc1cc(/C=C2\SC(c3ccccc3)=NC2=O)cc(Cl)c1O	-10	-2.1	1.1	-18	-6
30	COc1ccc(OC)c(C2C(C#N)=C(N)Oc3cc(N)ccc32)c1 (stereo unspecified)	-12	-1.4	1.2	-36	0
31	COn1c(=O)c(-c2cccs2)[n+]([O-])c2ccccc21	-12[20 µM]	i	-1.5	-3	28
32	CC(C)S(=O)(=O)c1csc(C(=O)Nc2ccc(F)cc2)c1N	-13	-0.43	0.8	3	4

no.	Calpain2 inh	Thrombin inh	KLK5 inh	FXIIa inh 1536
25	-23	2	-14	12
26	-23	-4	1	9
27	-11	-12	-8	9
28	-22	-4	1	10
29	-22	-5	-4	3
30	-32	1	-14	10
31	-53	5	12	11
32	14	2	4	7

The list continues:
no.	molecule	Furin inhibitor	KCC2 mod	PERK inh	Rad51 HR inh	FXIa inh
33	CC(=O)CSc1nc(-c2cccs2)c(C#N)c(=O)[nH]1	-9	.	1.0	-16	-9
34	COc1cc(/C(C)=N\NC(N)=S)cc(OC)c1OC	-17	1.6	1.0	1	4
35	CCOC(=O)N1CCN(CC(O)COC2CC(C)CC(C)(C)C2)CC1 (stereo unspecified)	-24	0.36	0.2	7	-2
36	COc1ccc(NC(=O)COC(=O)c2ncc(Cl)c(Cl)c2Cl)c(OC)c1	-13	1.4	0.0	-4	0
37	Cc1ccc(S(=O)(=O)N2CCC(C(=O)NCC3CCCO3)CC2)cc1 (stereo unspecified)	-15[20 µM]	.	-1.9	-12	-17
38	C/C(=N\NC(=O)c1cnccn1)c1ccc([N+](=O)[O-])cc1	-2	-0.092	0.2	13	-3
39	COc1cccc(OCCCn2cc(/C=C3/C(=N)N4C=C(C)SC4=NC3=O)c3ccccc32)c1	8	-0.19	-0.2	-8	0
40	CC(C)NC(=O)CCc1nnc(Cc2cccc(C(F)(F)F)c2)o1	-25	1.1	0.5	.	-3

no.	Calpain2 inh	Thrombin inh	KLK5 inh	FXIIa inh 1536
33	-15	-11	-6	0
34	0	0	-6	2
35	16	4	6	3
36	20	-8	-15	1
37	-8	-4	-19	7
38	12	1	-4	5
39	-28	-5	-15	8
40	24	-9	.	5

Additional records follow.
no.	molecule	Furin inhibitor	KCC2 mod	PERK inh	Rad51 HR inh	FXIa inh
41	CCNC(=O)Oc1ccc(-c2csnn2)cc1	-14	.	0.6	6	-2
42	CC(C)NC(=O)c1cccc(C(F)(F)F)c1	-25[20 µM]	0.5	0.0	3	11
43	CCOC(=O)C(C)Sc1nnc(Cc2cc(=O)[nH]c(=O)[nH]2)n1-c1ccc(Cl)cc1 (stereo unspecified)	-13	1	-0.1	-11	8
44	CCCCOC(=O)C(C#N)c1nc2ccccc2nc1N1CCOCC1 (stereo unspecified)	-17	-0.79	0.3	-2	5
45	CCN1CCN(C(=O)N[C@@H](C(=O)N[C@@H]2C(=O)N3[C@@H]2SC(C)(C)[C@@H]3C(=O)O)c2ccccc2)C(=O)C1=O	-18	-1	1.2	0	4
46	Cn1c(N2CCCC2)nc2c1c(=O)n(Cc1cccc(F)c1)c(=O)n2C	-15	.	-0.3	-6	-3
47	NC(=O)c1ccc(N=Nc2c(O)c3ccccc3[nH]c2=O)cc1	-11	0.96	0.2	-2	-5
48	CCOC(=O)c1c(NC(=O)C(C)Sc2cccc[n+]2[O-])sc2c1CCN(Cc1ccccc1)C2 (stereo unspecified)	-16	-1.1	-0.7	-65	-1

no.	Calpain2 inh	Thrombin inh	KLK5 inh	FXIIa inh 1536
41	-7	-8	9	6
42	-7	-2	-29	16
43	15	-1	-5	10
44	-38	0	6	5
45	-20	.	-10	4
46	21	-1	4	10
47	19	7	4	13
48	-48	0	-1	7

Next structures follow.
no.	molecule	Furin inhibitor	KCC2 mod	PERK inh	Rad51 HR inh	FXIa inh
49	O=C(Nc1ccccc1[N+](=O)[O-])C1(c2ccccc2)CCOCC1	-14	0.0035	0.6	11	-4
50	O=[N+]([O-])c1ccc(CSc2nnc(Cc3ccccc3)o2)cc1	-27	-0.57	1.5	.	-1
51	COc1cccc(C(c2sc3nc(C)nn3c2O)N2CCN(C(=O)c3ccco3)CC2)c1 (stereo unspecified)	-20	-0.053	1.1	-3	2
52	CCOc1ccc(NC(=S)N2CCCN(Cc3cc(C)ccc3C)C2)cc1	-27	0.77	0.4	22	-3

no.	Calpain2 inh	Thrombin inh	KLK5 inh	FXIIa inh 1536
49	-1	-3	6	3
50	10	-1	0	5
51	-17	-1	-9	3
52	-31	-5	-1	3
